Source: PubChem BioAssay
P. falciparum M17LAP – P. falciparum M17LAP inhibitors, primary screen, biochemical, fluorogenic H-Leu-NHMec substrate, 1536-well (AID 1619); recombinant M17LAP, H-Leu-NHMec fluorogenic kinetic assay; higher % means a stronger effect; one-dose inhibition, % at 30 µM; IC50 in µM for titrated hits; 0.38% of 220,000 active;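 active = compound inhibiting the enzyme by more than half at any dose during confirmatory dose-response retesting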;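 note: plate controls were full reaction with DMSO carrier for no effect and no enzyme background for full effect; strong numbers were not always called active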
M1AAP inhibition – P. falciparum M1AAP inhibitors, biochemical, fluorogenic H-Leu-NHMec substrate, 1536-well (AID 1445) | recombinant M1AAP, H-Leu-NHMec fluorogenic kinetic assay; higher % means a stronger effect | one-dose inhibition, % at 30 µM; IC50 in µM for titrated hits | 0.42% of 220,000 active;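 active = primary inhibition above the hit cutoff, then over 50% inhibition at one or more dose response concentrations, cut at about 23% in these data, passing the limit was not always enough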;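 note: plate controls were DMSO full reaction for no effect and no enzyme background for full effect; strong numbers were not always called active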
ER stress rescue – rescue of cells from ER stress-induced death, primary screen, 384-well, CSM14.1, thapsigargin, ATP luminescence (AID 1222) | CSM14.1 thapsigargin-induced death rescue, ATP luminescence; higher % means a stronger effect | one-dose cellular ATP content (survival), % at 20 µM; EC50 in µM for titrated hits | 190,000 tested, under 10 active;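 active = EC50 below 50 µM in the dose-response confirmation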;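 note: death triggered by thapsigargin at about 15 µM added after 2 h compound pretreatment; cell ATP read after overnight thapsigargin exposure of roughly 18 to 22 hours; normalized against plate controls of thapsigargin alone and 5% DMSO vehicle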
Autophagy mod – alters autophagy in cells | AID 463193 | 0.98% of 190,000 active | calls only at 10 µM (by protocol) | MEF GFP-LC3 puncta imaging; test concentration mostly 10 µM;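 active = percentage of spot-positive cells more than 3 SD above its plate mean, without a fluorescence outlier flag or 80% toxicity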;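 note: spot-positive cell cutoff set from DMSO-treated cells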
Hep lipid drop – hepatic lipid droplet formation modulation; AML12 mouse hepatocytes, oleate lipid droplets, BODIPY imaging; inhibition, % at 6.5 µM; 0.4% of 240,000 active; AID 1656;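 active = lipid droplet intensity inhibited by at least 50%, with more than 500 cells counted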
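Test system: AML12 hepatocytes (mouse); reagent: oleate loading, 100 µM; dosing: one dose, 6.5 µM compound; incubation: overnight exposure; signal: fluorescence imaging, 20x objective, two fields per well; read-out basis: % inhibition of corrected integrated BODIPY droplet signal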
Dynein cargo inh – blocks dynein driven cargo transport along microtubules; z-score, hits read low; AID 1381; 0.47% of 220,000 active; 3617.4 mouse cells, GR-EGFP nuclear translocation imaging; test concentration mostly 20 µM; stimulated with dexamethasone, 1 µM; hits give low values;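 active = plate z-score of nuclear minus cytoplasmic receptor signal below a set negative limit, without overly bright fluorescence or cell loss, cut at about -3.5 in these data, passing the limit was not always enough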;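 note: z-score of nuclear minus cytoplasmic ring GR-EGFP intensity difference per well; some compounds called inactive have numbers as strong as hits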
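Also added – dexamethasone, 1.0 µM final · Buffer or medium – tet-free, stripped-serum medium · Schedule – induction 48 h, compound 1 h, agonist 30 min · Detection – formaldehyde fixation, Hoechst nuclear stain, 10x automated fluorescence imaging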
MT stabilizer – microtubule stabilizers in HeLa cells. HeLa tubulin immunostaining HCS, 24 h; share of cells brighter than vehicle mean+2SD. 0.83% of 200,000 active. % tubulin-high responders, % at 10 µM;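 active = plate Z-score above 3 for both tubulin-high and condensed-nucleus cell shares, with cell loss under 80%, at 10 µM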;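 note: anti alpha tubulin signal scored within the nucleus-defined area of each cell; some results filed as inactive read as strong as hits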
Ins promoter up – MIN6 insulin promoter up-regulation. 0.3% of 190,000 active. MIN6 insulin promoter-GFP reporter, high-content imaging; hits give high values. z-score at 5 µM;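 active = z-score above 3 at 5 µM with at least 500 cells counted in the well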
Yfh1-depleted yeast – enhancers of respiration in Yfh1-depleted yeast, dose response, Friedreich's ataxia, plus single-dose screen (AID 1465) | 0.074% of 220,000 active | S. cerevisiae Yfh1-off respiration, WST-1 reduction, 72 h; higher fold induction means a stronger effect | fold induction at 50 µM, or EC50 in µM where a hit was titrated;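 active = fold induction of absorbance versus untreated yeast above a set limit, then at least 30% activation at any dose in follow-up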;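 note: activators that raise dye reduction in frataxin-depleted yeast; strong numbers were not always called active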
Dynein cargo inh cytoplasmic EGFP – further read-out of Dynein cargo inh, marked with its call; z-score; measured here: cytoplasmic GR-EGFP intensity; hits give high values
Dynein cargo inh nuclear GR-EGFP – further read-out of Dynein cargo inh, marked with its call; z-score; measured here: nuclear GR-EGFP intensity;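 lower value marks the stronger effect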
Dynein cargo inh cell count – second read-out of Dynein cargo inh, no call of its own (marks repeat the call); z-score; measured here: cell count per field
Ins promoter up cell count – recorded beside Ins promoter up, whose call it bears; cell count; measured here: cytotoxicity, nuclei count;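 total cells summed across four imaged fields per well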
Hep lipid drop cells 6.5 µM – second read-out of Hep lipid drop, no call of its own (marks repeat the call); cell count; measured here: cell count, cytotoxicity flag;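 cells counted across two imaged fields per well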
MT stabilizer Hoechst-high % – further read-out of MT stabilizer, marked with its call; % Hoechst-high responders; measured here: nuclear condensation Hoechst responders;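 share of cells brighter than vehicle mean plus two SD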
MT stabilizer cytotoxicity % – second read-out of MT stabilizer, no call of its own (marks repeat the call); toxicity, %; measured here: cytotoxicity by cell density;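 0% = mean cell density of plate MIN control wells and 100% = no cells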
Autophagy mod cell loss 18 h – further read-out of Autophagy mod, marked with its call; toxicity, %; measured here: cell loss, nuclei count;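 cell loss after 18 h compound exposure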
Starred values were filed as active, the others as inactive; i = inactive; nt = not tested or not shown; + = active, no number.

SMILES	P. falciparum M17LAP	M1AAP inhibition	ER stress rescue	Autophagy mod	Autophagy mod cell loss 18 h	Hep lipid drop	Hep lipid drop cells 6.5 µM	Dynein cargo inh	Dynein cargo inh cytoplasmic EGFP	Dynein cargo inh nuclear GR-EGFP	Dynein cargo inh cell count	MT stabilizer	MT stabilizer Hoechst-high %	MT stabilizer cytotoxicity %	Ins promoter up	Ins promoter up cell count	Yfh1-depleted yeast
Fc1ccc(CNC(=S)Nc2ccc(OC(F)F)cc2)cc1	-12.6%	1.4%	-0.7%	i	0.4	-21.2	589	-0.518	0.863	0.357	-0.415	1.2	2.0	9.0	-0.15	1320	i
O=C(Cc1cccc2ccccc12)Nc1nnc(-c2cccc([N+](=O)[O-])c2)s1	-9.6%	3.4%	-4.4%	i	-24.7	34.0	705	0.138	-0.0705	0.835	0.00871	6.0	3.0	8.0	-0.27	1190	i
Cc1c(Cl)c([N+](=O)[O-])nn1CC(=O)NCc1cccs1	-3.3%	4.7%	-1.3%	i	-7.8	-7.1	706	0.689	-0.274	0.442	0.206	2.6	1.0	7.7	nt	nt	i
O=C(CCN1C(=O)/C(=C/c2ccccc2Cl)SC1=S)NC1=NCCS1	11.0%	4.9%	-0.6%	i	0.0	15.3	748	1.17	-0.327	0.254	-0.0843	1.6	2.4	5.2	0.25	1230	i
COC(=O)[C@H](Cc1ccccc1)NC(=O)NCc1cccs1	7.7%	11.6%	-1.1%	i	-2.7	1.0	787	0.0639	-0.28	0.0219	0.98	2.3	2.1	6.1	nt	nt	i
CCCOC(=O)CCc1n[nH]c(=O)[nH]c1=O	2.5%	1.4%	2.2%	i	46.9	nt	nt	-0.871	-0.22	-0.431	0.905	1.6	1.6	12.7	0.26	1300	i
COc1ccc(CCN2C(=NC(=O)CC(C)C)SC3CS(=O)(=O)CC32)cc1 (centres undefined)	3.6%	9.2%	-0.3%	i	-1.1	-4.0	749	2.4	-0.145	1.28	-1.05	4.0	1.8	3.0	nt	nt	i
COc1ccc(C(c2nnnn2CCc2ccccc2)N2CCN(C3CCCC3)CC2)cc1OC (centres undefined)	2.2%	6.5%	2.5%	i	-1.8	nt	nt	0.222	-0.193	0.424	0.27	1.7	4.3	6.0	0.44	1138	i
CC(=O)C1=C(O)CCC1=NCCc1ccccc1	-3.6%	7.5%	2.2%	i	-38.4	-13.1	763	0.251	-0.18	-0.057	0.207	3.8	2.8	9.6	0.52	751	i
CCN(CC(=O)Nc1ccc(NC(C)=O)cc1)c1ccc(C(F)(F)F)cn1	-5.0%	2.2%	-1.4%	i	1.9	1.0	614	-1.06	1.71	-0.463	0.946	2.5	1.7	4.8	-0.35	1220	i
Cc1ccc(SCCNS(=O)(=O)c2ccc3c(c2)OCCO3)cc1	2.3%	3.0%	0.6%	i	-4.7	1.4	758	-0.506	-0.184	0.252	-0.901	1.9	2.0	7.7	-0.24	1222	i
CC(C)(C)C1CCc2nc(NC(=O)Cc3cn4ccsc4n3)sc2C1 (centres undefined)	-3.7%	-1.7%	-1.8%	i	-9.9	2.8	711	-0.083	-0.195	0.397	0.372	3.9	1.9	12.0	1.6	1069	i
CCCCC(=O)N/N=C(\C)CC(=O)Nc1ccccc1Br	20.2%	-5.1%	-0.6%	i	1.9	-33.0	691	-0.304	-0.281	-0.513	0.537	1.9	3.2	8.1	0.16	1262	i
CC(=O)OCC1=C(C(=O)O)N2C(=O)C(NC(=O)c3ccc(COc4c(C)cccc4Cl)o3)C2SC1 (centres undefined)	21.7%	9.7%	21.6%	i	-30.7	3.7	693	-1.74	0.0343	-0.829	0.684	1.7	1.1	1.1	0.13	1231	i
Cc1ccccc1C(=O)NC(=S)NCC1CCCO1 (centres undefined)	-0.2%	-0.3%	-0.9%	i	9.7	nt	nt	-0.202	-0.197	0.422	0.402	1.9	2.3	8.6	0.67	1299	i
O=C1Cn2c(nc3ccccc32)-c2ccccc2N1	2.8%	5.5%	-1.1%	i	19.1	nt	nt	-0.63	0.0303	-0.136	0.177	3.5	1.4	5.6	0.4	1322	i
Cn1c(=O)c(C(=O)NCC2CCCO2)c(O)c2ccccc21 (centres undefined)	3.4%	0.6%	-0.3%	i	-1.9	2.6	727	-0.677	-0.36	-0.462	0.853	0.8	1.2	4.0	nt	nt	i
Cc1nc(SCC(N)=O)c([N+](=O)[O-])[nH]1	-3.1%	6.0%	0.6%	i	0.5	5.1	678	-0.273	-0.22	-0.111	-0.385	1.5	2.0	7.0	-0.44	1212	i
Cc1c(NC(=O)C2CCCN2C(=O)c2cccs2)c(=O)n(-c2ccccc2)n1C (centres undefined)	-7.2%	8.4%	nt	i	-3.2	nt	nt	-0.608	-0.192	-0.204	0.623	2.3	1.1	7.5	nt	nt	nt
CN=C(Nc1cc(Cl)ccc1Cl)SC1CC(=O)N(c2ccc(C(=O)OC)cc2)C1=O (centres undefined)	-5.7%	2.3%	-1.4%	i	-23.8	-8.6	616	0.442	-0.157	0.0221	0.152	2.9	2.0	10.4	-0.17	1847	i
O=C(O)COc1cccc2ccccc12	3.9%	-2.0%	3.1%	i	5.2	-3.0	825	1.16	-0.327	0.503	-0.481	1.2	1.6	1.6	0.09	760	i
CCCN1C(=O)c2ccccc2NC1c1ccc(OC)cc1O (centres undefined)	-127.5%	7.2%	0.4%	i	63.1	nt	nt	1.5	-0.0937	0.53	-0.193	5.0	3.7	19.8	-1.15	1111	i
O=S(=O)(c1ccccc1)N1CCN(c2nc3ccccc3s2)CC1	-1.4%	2.9%	5.7%	i	-4.8	3.8	841	-0.4	-0.15	-0.0177	0.903	1.6	0.8	8.2	0.81	861	nt
O=C(COc1nncc2ccccc12)Nc1ccc(F)c(F)c1	28.5%	3.6%	2.7%	i	9.7	-8.8	700	-0.488	-0.224	-0.538	-0.0127	2.1	1.4	7.0	-0.25	1289	i
C=C(C)CSc1nnc(CCNC(=O)OC(C)(C)C)o1	2.2%	4.0%	-2.0%	i	16.5	nt	nt	1.11	0.152	0.518	-0.862	1.0	1.3	8.8	-0.23	1290	i
Cc1ccccc1NC(=O)Cn1c(C)nc2ccc(N)cc2c1=O	0.9%	8.9%	-1.0%	i	-11.9	10.9	769	0.239	-0.233	0.859	0.56	2.4	1.4	7.9	0.02	982	i
CNc1nc(-c2ccc3c(c2)CCN3C(=O)c2ccccc2C)cs1	7.1%	7.6%	2.9%	i	-3.7	-3.7	738	-0.399	-0.338	-0.483	0.842	1.8	0.7	0.1	-2.44	1539	i
O=C(O)Cc1cn(Cc2ccc(F)cc2)c2ccccc12	20.2%	1.1%	nt	i	15.4	-11.6	666	-0.954	-0.211	-0.744	0.581	2.1	2.1	5.8	-0.37	1299	i
CCOc1ccccc1NC(=O)CCSc1nc2n[nH]c(C)c2c(=N)n1-c1ccccc1Cl	-26.6%	3.7%	nt	+	-1.7*	-9.2	593	0.18	-0.195	0.533	0.232	10.1	6.5	1.1	-0.83	1325	i
CCCCOc1ccc(Cc2n[nH]c(=S)n2N)cc1	18.1%	-0.9%	-2.9%	i	9.2	-2.5	625	0.619	-0.277	0.0266	-0.64	2.5	2.8	6.0	0.83	1087	i
Cc1ccc(-c2nc(CSCC(=O)N3CCOCC3)c(C)o2)cc1	1.8%	6.7%	-0.1%	i	-10.3	nt	nt	-1.14	-0.102	-0.387	0.459	5.7	3.1	6.6	0.32	1282	i
COc1ccccc1NC(=O)C(C/C=C(\C)Cl)C(C)=O (centres undefined)	10.3%	4.1%	-7.4%	i	13.6	nt	nt	-0.633	-0.411	-0.089	0.334	3.0	1.1	0.9	-0.32	1572	i
CC1(C)C2CC=C(/C=N/NC(=S)Nc3cccnc3)C1C2 (centres undefined)	10.9%	6.1%	nt	i	5.1	-9.4	721	0.0447	-0.275	0.074	0.248	11.4	1.6	10.1	0.41	1073	i
COc1ccc(OC(=O)c2cc3ccccc3o2)cc1	-4.4%	-1.2%	1.9%	i	6.0	-0.4	793	1.99	-0.248	1.52	-1.45	2.7	0.9	2.3	0.69	1172	i
Cn1ncc(N=Cc2c(O)ccc3ccccc23)c1C(=O)Nc1cccc(Cl)c1	-2.6%	-2.8%	-2.3%	+	6.8*	-15.3	648	-0.0595	1.52	0.176	-5.71	14.8*	25.1*	41.1*	2.28	1496	i
O=C1CC(c2ccco2)CC(O)=C1C=Nc1cc(Cl)ccc1O (centres undefined)	8.6%	5.58µM*	-0.4%	i	4.3	nt	nt	-1.02	0.0122	-0.348	0.844	3.9	4.2	9.8	nt	nt	i
O=C(O)c1ccc2c(c1)ncn2C1CCCC1	24.5%	8.1%	1.2%	i	-8.3	15.4	679	0.138	-0.314	-0.312	0.258	1.8	3.5	2.8	0.32	1170	i
COc1ccc(C)cc1NC(=O)C1CCN(S(=O)(=O)c2cccc3cccnc23)CC1	-10.9%	4.9%	nt	nt	nt	2.9	664	2.65	0.0796	2.11	-1.63	2.2	2.1	7.6	1.19	1065	i
